EBI2 block = antagonists of human EBI2 receptor. P32249. EBI2 beta-arrestin recruitment, luminescence, 7a,25-OHC stimulated. inhibition, % at 5 µM. hit rate 0.81% among 360,000. AID 651636; in the data active = inhibition above about 38%;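 note: enzyme fragment complementation signal reports receptor beta-arrestin coupling in cells; 0% = agonist plus DMSO wells and 100% = wells without agonist; some results beyond the cut were filed as inactive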
Target sequence (P32249 whole entry, looked up, the tested form may be a part): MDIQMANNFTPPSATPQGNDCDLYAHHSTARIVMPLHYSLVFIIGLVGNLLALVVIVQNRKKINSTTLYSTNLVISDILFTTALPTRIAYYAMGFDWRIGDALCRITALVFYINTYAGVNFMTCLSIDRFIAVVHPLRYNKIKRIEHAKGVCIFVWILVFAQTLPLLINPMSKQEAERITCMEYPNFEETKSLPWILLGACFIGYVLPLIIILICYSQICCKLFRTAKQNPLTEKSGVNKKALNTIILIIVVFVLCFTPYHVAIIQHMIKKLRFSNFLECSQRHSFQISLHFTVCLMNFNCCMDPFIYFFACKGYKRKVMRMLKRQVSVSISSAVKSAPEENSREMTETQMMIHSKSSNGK
697 NFkB inh = lowers PMA/ionomycin-induced NF-kB signal in 697 B cells; 697 B-cell NF-kB luciferase reporter, 16 h; inhibition, % at 4 µM; hit rate 0.33% among 330,000; in the data active = inhibition above about 35%
CCR6 antag = blocks CCL20-driven beta-arrestin recruitment at human CCR6; CHO-K1 CCR6 PathHunter beta-arrestin, luminescence, CCL20-stimulated; inhibition, % at 20 µM; hit rate 0.49% among 340,000; P51684;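 active = compounds whose inhibition of the agonist-driven luminescence signal at 20 µM reaches about 50%, limit read from the data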;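 note: cells stimulated with CCL20 at 14 nM final; plate controls were DMSO with CCL20 for no effect and DMSO without agonist for full effect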
Target sequence (P51684 whole entry, looked up): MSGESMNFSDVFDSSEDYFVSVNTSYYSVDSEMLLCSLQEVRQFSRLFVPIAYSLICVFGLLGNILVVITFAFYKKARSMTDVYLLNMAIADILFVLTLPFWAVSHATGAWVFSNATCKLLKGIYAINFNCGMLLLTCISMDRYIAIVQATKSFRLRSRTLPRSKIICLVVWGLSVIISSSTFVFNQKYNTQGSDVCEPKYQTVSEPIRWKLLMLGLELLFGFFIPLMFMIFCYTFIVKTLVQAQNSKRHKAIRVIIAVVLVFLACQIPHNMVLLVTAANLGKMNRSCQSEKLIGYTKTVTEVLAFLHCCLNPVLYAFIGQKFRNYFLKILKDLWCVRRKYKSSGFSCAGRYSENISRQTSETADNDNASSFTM
UPR CHOP act = apoptotic UPR (CHOP) activation. hit rate 0.34% among 330,000. CHO-CHOP luciferase reporter, luminescence; percent of tunicamycin response over DMSO baseline. activation, % at 10 µM. AID 449763;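 active = at 10 µM dose, activation of 40% or more, normalized to positive control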;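 note: 100% = tunicamycin at 10 µg/mL and 0% = DMSO alone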
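Test system: CHO-CHOP cells, stable luciferase reporter of PERK-eIF2a-CHOP signalling | Quantity: 500 CHO-CHOP cells per well | Buffer or medium: F12 plus 10% serum | Compound dosing: 10 µM single point, 0.5% DMSO | Schedule: 6 h compound treatment, 37 °C | Signal: Luciferase luminescence | Control set: Tunicamycin high control, DMSO low control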
Gli-Sufu block = blocks Gli-Sufu signaling in a luciferase reporter; Sufu-KO-LIGHT fibroblasts, Gli luciferase reporter luminescence; inhibition, % at 5 µM; hit rate 0.74% among 340,000;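 active = inhibition above about 55%, limit read from the data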;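 note: 0% = DMSO-treated cells and 100% = wells with medium but no cells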
Jurkat NFkB inh = lowers PMA/ionomycin-induced NF-kB signal in Jurkat cells; PMA/ionomycin-induced NF-kB luciferase reporter, luminescence; inhibition, % at 4 µM; hit rate 0.53% among 330,000; in the data active = inhibition above about 50%
XBP1 UPR activ = activators of adaptive arm of unfolded protein response (XBP1); CHO-XBP1 luciferase reporter, IRE1-XBP1 UPR activation, luminescence; percent of tunicamycin response, DMSO as zero; hit rate 0.33% among 330,000; AID 463104; activation, % at 20 µM;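 active = versus positive control, 20 µM dose yields 30% or more activation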;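 note: 100% = tunicamycin at 10 µg/mL and 0% = DMSO only wells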
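Material: CHO cell line with stable XBP1 luciferase reporter; schedule: 16-18 h cell attachment at 37 °C, then 6 h compound exposure; signal: glow luminescence from Steady-Glo reagent; medium: serum-containing F12 medium, 10% FBS; benchmarks: tunicamycin 10 µg/mL and vehicle-only wells; read-out: percent activation relative to tunicamycin reference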
Mdm2-MdmX inh = human Mdm2/MdmX binding inhibition; inhibition, % at 8 µM; AID 485346; hit rate 3% among 330,000; O15151+Q00987; SaOS-2 split-luciferase Mdm2/MdmX complementation, luminescence;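 active = inhibition of at least 50% at 8 µM in the primary screen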
CXCR6 block = blocks human CXCR6 beta-arrestin recruitment; inhibition, % at 20 µM; O00574; hit rate 0.36% among 360,000; AID 602244; CHO-K1 PathHunter CXCR6 beta-arrestin, luminescence; in the data active = inhibition above about 34%, passing the limit was not always enough;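 note: antagonist mode with CXCL16 agonist at 10 nM final; 0% = 10 nM CXCL16 with DMSO and 100% = unstimulated wells without agonist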
* marks the source's active call; other numbers are inactive results; x = not tested or not shown.

canonical_smiles	EBI2 block	697 NFkB inh	CCR6 antag	UPR CHOP act	Gli-Sufu block	Jurkat NFkB inh	XBP1 UPR activ	Mdm2-MdmX inh	CXCR6 block
COc1ccccc1COC(=O)c1cccc(S(=O)(=O)N2CCCC2)c1	9	9	22	0.3	-5	0	2	-3	-5
CCCc1cc(=O)oc2c(CN3CCOCC3)c(O)ccc12	4	-1	14	4.5	-10	4	-3	8	5
Cc1c(C(=O)N2CCCCC2)c(S(=O)(=O)N(C)Cc2ccco2)c(C)n1C	-5	4	-3	0.6	-6	11	-3	24	-5
O=C(CCC1CCCCC1)NNC(=O)c1cnccn1	0	7	-21	0.0	-6	-12	1	11	11
O=C(C1CCC(CNc2c(N3CCCCC3)c(=O)c2=O)CC1)N1CCCCC1 (configuration not stated)	-4	13	-6	-1.7	3	0	1	2	-10
O=C(COC(=O)c1cccc([N+](=O)[O-])c1)NNC(=O)c1cccs1	-6	21	-6	-0.1	6	-2	-3	-11	6
CC12CC3CC(C)(C1)CC(C(=O)NCc1ccncc1)(C3)C2	9	-2	3	1.9	1	-4	-4	9	0
Cc1cc(C)n2nc(S(=O)(=O)NCCc3ccccc3)nc2n1	-2	8	6	0.3	-4	1	-1	27	1
CC(C)OC(=O)/C(C#N)=C/c1c[nH]c2ccccc12	-3	-27	12	2.8	-1	-26	3	-20	-2
Cn1c2ccc(F)cc2c2nnc(NN)nc21	9	x	-4	x	5	x	x	x	-10
Cc1nccn1CC(O)Cn1c2ccccc2c2ccccc21 (configuration not stated)	0	-4	-27	-1.2	-11	-11	7	1	1
COc1ccc(-c2cc(C(F)(F)F)nc(SCCC(=O)N3CCOCC3)n2)cc1	5	21	1	3.2	3	-13	9	24	-1
CCc1nnc(NC(=O)/C=C/c2cccs2)s1	-6	-35	21	5.6	-39	-52	0	-71	-2
COc1ccc(C(=O)COC(=O)CCN2C(=O)C3C4CCC(C4)C3C2=O)cc1 (configuration not stated)	-15	5	5	-0.7	-9	0	-5	-5	-9
Cc1ccc2nc(SCCCCOc3ccccc3)[nH]c2c1	10	5	27	-0.7	1	-1	0	23	-2
Nc1nc(Cl)nc2c1ncn2C1CC(O)C(CO)O1 (configuration not stated)	2	65*	-1	-1.1	x	51*	3	81*	-1
Cc1onc(C(=O)Nc2ccc3c(c2)OCO3)c1[N+](=O)[O-]	-3	3	-1	3.1	-46	-1	-3	12	-6
CC(C(=O)NN)c1ccc([N+](=O)[O-])cc1 (configuration not stated)	-3	7	-3	2.4	-25	4	-2	28	0
CCOc1ccc(C(=O)CCC(=O)NCC(=O)OCc2ccccc2)cc1OCC	-5	4	10	0.3	11	-6	1	-20	8
O=C(CN1CCN(Cc2ccc(Cl)cc2)CC1)N/N=C/c1ccncc1	1	-13	-4	-0.4	6	10	1	6	-10
Cc1ccc(CC2CC(=O)N(c3cc(C)ccc3C)C2=O)cc1 (configuration not stated)	-7	-12	8	2.1	3	-9	-5	17	4
CC1C(=O)N2CCCc3cc(NC(=O)C(=O)NCCc4ccc(F)cc4)cc1c32 (configuration not stated)	7	18	9	-0.4	28	-7	0	34	-6
c1ccc(-n2nnc3ccccc32)nc1	5	0	8	3.9	0	-23	7	29	0
CCn1cc(C(=O)NCCCN2CC(C)CC(C)C2)c(=O)c2cc(S(=O)(=O)N(C)C3CCCCC3)ccc21 (configuration not stated)	1	-39	8	1.3	36	33	-2	52*	6
CC1CCCN(C(=O)C2CCN(S(=O)(=O)c3ccccc3)CC2)C1 (configuration not stated)	-1	10	-1	-1.5	-8	4	-3	5	2
CCc1ccc(C2=NNC(=Nc3c(C)n(C)n(-c4ccccc4)c3=O)SC2)cc1	-3	-12	15	1.7	-3	4	-2	-1	-1
Cc1cc2cc(CNC(=O)Nc3ccc(Cl)c(Cl)c3)ccc2n1C	19	0	6	-1.3	-3	4	-1	21	5
O=C(NNc1cccc([N+](=O)[O-])c1)/C(=C\c1cccnc1)NC(=O)c1ccccc1	-3	1	31	-0.4	6	-10	0	-18	29
N#Cc1ccccc1NC(=O)COC(=O)c1ccc(S(=O)(=O)N2CCCC2)cc1	2	15	-5	-0.9	8	3	-10	6	-6
Cc1ccc(S(=O)(=O)N2CCOCC2)cc1C(=O)N1c2ccccc2Sc2ccccc21	8	-2	31	-2.2	-1	1	-3	16	2
COc1ccc(C(=O)NC2=Nc3ccccc3N=C(C)C2c2ccccc2)cc1 (configuration not stated)	3	-61	15	5.1	1	-21	0	20	-6
O=[N+]([O-])c1ccc(/C=N/Nc2ncc(-c3ccccc3)cn2)cc1	1	-12	13	-1.9	-3	-7	-3	19	-2
COc1ccccc1NC(=O)c1cn(C)c(=O)c2cc(OC)c(OC)cc12	-4	-9	1	-0.4	3	-19	4	-8	1
Nc1nc(-c2ccccc2)cc(-c2ccccc2)n1	4	-8	2	0.9	x	-2	3	24	1
CC(C)(C)c1ccc(Oc2ccc(NC(=O)c3ccco3)cn2)cc1	3	-143	6	43*	16	53*	11	56*	2
O=C(Nc1cccc(S(=O)(=O)N2CCOCC2)c1)c1cn(-c2ccccc2)nc1-c1ccc(F)cc1	4	0	-8	8.3	4	0	-1	13	-4
CC(C)(C)c1nnc(NC(=O)CCn2cnc3ccccc3c2=O)s1	-7	4	5	-0.4	1	-2	-2	9	-5
COCCCNc1nc2ccccc2nc1NS(=O)(=O)c1cc(Cl)ccc1Cl	-1	6	3	0.5	-20	8	0	15	-5
CC(=O)/C(CN1CCCCC1)=N\O	-9	13	8	0.2	-3	19	-3	12	-4
CCc1nnc(NC(=O)CN2CCN(c3ccccc3OC)CC2)s1	-15	5	7	-1.0	0	-10	-4	-6	-2
CCCC1(C(=O)O)NC(c2ccccc2O)C2C(=O)N(Cc3ccccc3)C(=O)C21 (configuration not stated)	-1	-13	1	-1.9	0	1	-1	-15	-7
NS(=O)(=O)c1ccc(N2CCOCC2)c(C(=O)NCc2cccs2)c1	-13	18	11	0.4	-3	-4	-1	0	7
COc1cc(CCCN2CCNC[C@@H]2Cc2ccc(O)cc2)cc(OC)c1OC	-12	14	-4	0.6	10	-6	0	19	1
O=C(Oc1ccc(NC2=NS(=O)(=O)c3ccccc32)cc1)c1cccnc1	9	6	13	2.4	6	1	0	4	0
COc1ccc(-c2sc3ccc(N4CCOCC4)cc3c2C#CC(C)(C)O)cc1	-9	-51	-5	1.5	-12	-19	2	42	-15
Cc1ccc(-c2cc(C(=O)NCCCn3ccnc3)no2)cc1	-9	15	9	3.5	-3	-23	4	17	2
C=CCNC(=O)c1cccc(Br)c1	5	4	-12	-0.5	3	-3	4	-12	5
CC(C)(C)OC(=O)C[C@H]1C/C=C\C[C@@H](CC(=O)N(CCO)Cc2ccccc2)C(=O)N[C@H](Cc2c[nH]c3ccccc23)COC1=O	6	0	4	1.3	11	8	5	18	0
Nc1c(N(Cc2ccccc2)C(=O)CCc2ccccc2)c(=O)[nH]c(=O)n1Cc1ccccc1	1	9	-5	0.2	3	-3	-3	1	5
CC(C(=O)Nc1ccc(Cl)cc1)N(C)Cc1cccs1 (configuration not stated)	19	3	14	2.7	-7	14	3	-11	2
COc1ccc2oc(C(=O)OC(C)C(=O)N3CCC(C)CC3)c(C)c2c1 (configuration not stated)	16	15	17	1.7	0	6	-1	4	13
CCOC(=O)C1Nc2ccc(OC(F)(F)F)cc2C2C=CCC12 (configuration not stated)	-6	12	10	2.4	-15	13	-2	20	17
C=CCOc1cccc(C(=O)/C=C2/C(=O)Nc3ccccc32)c1	84*	34	46	86*	0	24	0	86*	35
CC(C)(C)OC(=O)N1CCCN(C(=O)Nc2ccccc2)CC1	7	-5	-3	1.0	2	-11	-1	19	4
O=C(Nc1ccc2c(c1)OCO2)c1cnn2c1NC(c1ccco1)CC2C(F)(F)F (configuration not stated)	0	-21	4	0.0	19	-9	-1	34	-2
COc1cccc(NC(=O)CN2CCN(c3nc(-c4cccc(OC)c4)cs3)CC2)c1	15	4	-6	-1.5	16	-3	-3	10	-6
COc1ccc(/C=C/C(=O)NCCn2c(C)cc3ccccc32)cc1OC	9	4	5	1.5	13	0	-2	22	6
O=C(CS(=O)CC(=O)N(CC(=O)NC1CCCC1)C1CCCC1)Nc1ccc(F)cc1 (configuration not stated)	-21	9	-7	2.9	2	7	-1	18	0
Cc1oc2ccc(OCc3cccc(Cl)c3)cc2c1C(=O)O	-2	15	-2	0.0	2	10	1	-7	4
CC(=O)Nc1ccc(C(=O)OCC(=O)Nc2ccc(S(=O)(=O)N3CCOCC3)cc2)cc1	-10	-27	4	-0.3	0	-11	1	-6	0

Full records from above. Values in the order: EBI2 block, 697 NFkB inh, CCR6 antag, UPR CHOP act, Gli-Sufu block, Jurkat NFkB inh, XBP1 UPR activ, Mdm2-MdmX inh, CXCR6 block
`N#Cc1ccccc1NC(=O)COC(=O)c1ccc(S(=O)(=O)N2CCCC2)cc1` as listed: 2, 15, -5, -0.9, 8, 3, -10, 6, -6
`COc1ccc2oc(C(=O)OC(C)C(=O)N3CCC(C)CC3)c(C)c2c1` (configuration not stated) as listed: 16, 15, 17, 1.7, 0, 6, -1, 4, 13
`Nc1c(N(Cc2ccccc2)C(=O)CCc2ccccc2)c(=O)[nH]c(=O)n1Cc1ccccc1` as listed: 1, 9, -5, 0.2, 3, -3, -3, 1, 5
`COc1cccc(NC(=O)CN2CCN(c3nc(-c4cccc(OC)c4)cs3)CC2)c1` as listed: 15, 4, -6, -1.5, 16, -3, -3, 10, -6

Next results follow:
canonical_smiles	EBI2 block	697 NFkB inh	CCR6 antag	UPR CHOP act	Gli-Sufu block	Jurkat NFkB inh	XBP1 UPR activ	Mdm2-MdmX inh	CXCR6 block
O=C(/C=C1\SC(=O)NC1=O)Nc1ccc(C(=O)O)cc1	-13	16	13	-0.6	7	-1	-3	6	9
c1ccc(-n2c(-c3ccco3)nnc2-c2ccco2)cc1	2	6	0	-2.0	-8	3	-2	0	-4
COc1ccc(CCNS(=O)(=O)c2ccc3[nH]c(=O)[nH]c3c2)cc1	-5	22	11	-0.1	2	-7	2	7	-5
Cc1noc(NS(=O)(=O)c2ccc(NC(=O)c3ccccc3NS(=O)(=O)c3ccc(F)c(F)c3)cc2)c1C	-6	x	-6	x	-4	x	x	x	9
O=C(CSc1nc2ccccc2s1)c1cc2ccccc2o1	6	-15	11	-0.4	3	-9	-2	-3	9
CCOc1ccccc1CNS(=O)(=O)c1ccc2[nH]c(=O)sc2c1	6	-7	-13	-4.0	-1	0	2	-3	-3
CC(c1ccccc1)n1c(-c2ccncc2)n[nH]c1=S (configuration not stated)	3	-1	7	0.4	4	4	0	23	11
CN(c1ccccc1)S(=O)(=O)c1ccc(C(=O)N2CCN(c3ccccc3Cl)CC2)cc1	23	3	8	7.8	8	-6	-1	29	7
Cc1ccc(C2=NCCNC2=O)c(C)c1	-7	15	7	0.6	-4	1	0	-12	2
O=C(NCc1ccco1)c1ccccc1	-4	14	-2	3.1	17	11	-3	3	-3

Screening results deposited in PubChem BioAssay by Sanford-Burnham Center for Chemical Genomics.
